High-throughput results (PubChem BioAssay)
TTR transcr act: TTR transcription activators in neuroblastoma reporter cells, primary screen, cell-based, luminescence, SH-SY5Y, TTR promoter Gaussia luciferase; hit rate 1.3% among 92,000; activation, % at 16.7 µM; AID 1117267, 2014; 100% = recombinant luciferase protein wells;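 active = activation above the mean of all tested compounds plus 3 SD, cut at about 9.5% in these data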;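 note: cells exposed to compounds for one day before reading; 0% = median of all test compound wells on the plate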
Starred values were filed as active, the others as inactive. The list is partial; count on the stated rates, not on these rows.

compound | TTR transcr act
C/C(CC(C)C)=N/Nc1ccc([N+](=O)[O-])cc1[N+](=O)[O-] | -0.8
Cc1ccc([C@H]2C[C@H](n3cc(-c4ccc(F)cc4)nn3)[C@@H](O)CN2C(=O)C2CCCCC2)cc1 | 6.0
Nc1nonc1C(=O)N/N=C/c1cc2c(cc1Br)OCO2 | 2.1
CC(=O)Nc1c(Cl)cnn(-c2ccccc2)c1=O | 1.1
Cc1ccc(Nc2nc(N)c3ccccc3n2)cc1Cl | -0.8
COc1cccc(C(=O)NCC(=O)N/N=C/c2cccs2)c1 | 2.0
O=[N+]([O-])c1cccc(/C=N/NC2=NCCCCC2)c1 | -1.2
C[n+]1ccc(/C=N/Nc2nc(Cl)c(C#N)c(Cl)c2Cl)cc1 | -0.4
CCOc1cc(/C=C\c2[nH]c(=O)[nH]c(=O)c2[N+](=O)[O-])ccc1OC(C)CC (stereo unspecified) | 1.7
C/C(=C/C(=O)NCc1ccccc1)C(=O)O | 0.9
C=CCn1c(CSCc2ccc(Cl)cc2)nnc1SCC(=O)NCc1ccccc1 | -0.5
Cc1ccc2sc(-c3ccc(NC(=O)c4cc(-n5cnnc5)ccc4Cl)cc3)nc2c1 | -4.7

Next structures.
compound | TTR transcr act
CC(NC(=O)CCn1ccc2cc(S(=O)(=O)N3CCCC3)ccc21)c1ccccc1 (stereo unspecified) | -0.5
COc1ccccc1NC(=O)Nc1sccc1-c1nc2ccccc2s1 | -0.1
CCOc1cccc(C2C(C#N)=C(N)Oc3cc(C)[nH]c(=O)c32)c1OCC (stereo unspecified) | -0.8
CN(Cc1ccc2c(c1)CCCN2C)C(=O)[C@H]1O[C@@H](n2ccc(=O)[nH]c2=O)[C@H](O)[C@@H]1O | 0.1
O=C(O)c1ccc(N2C(=O)CC(N3CCN(c4ccc(Cl)cc4)CC3)C2=O)cc1 (stereo unspecified) | -1.5
COc1cc([N+](=O)[O-])ccc1NC(=O)CCCOc1cc(C)ccc1C | 1.9
O=C(Cc1cccs1)N1CCCC(c2nc3c(nnn3Cc3ccccc3Cl)c(=O)[nH]2)C1 (stereo unspecified) | -0.7
CNC(=O)COc1ccc(-c2nn(C)c(=O)c3ccccc23)cc1 | 2.0
COc1cc(OC)cc(C(=O)NNC(=O)CCC(=O)c2cccs2)c1 | 1.5
CCn1cc(S(=O)(=O)NCc2ccc3c(c2)OCO3)cn1 | 1.7
COc1ccccc1NC(=O)N(C)C[C@@H]1OCc2ccccc2-c2c(n(C)c3ccccc23)C(=O)N([C@H](C)CO)C[C@@H]1C | -0.3
c1ccc2c(c1)COC(CN1CCCCC1)OC2 | 1.3

Next records.
compound | TTR transcr act
CC1CN(C(=O)c2ccccc2)C(=Nc2cccc(S(=O)(=O)N(C)C)c2)S1 (stereo unspecified) | -3.5
CCC1CCc2sc(C(=O)NNC(=S)NCC3CCCO3)cc2C1 (stereo unspecified) | 2.3
Cc1cccc(OCCn2ccnc2)c1C | -1.2
CC(C)N(CC(=O)Nc1ccc(Cl)cc1C(F)(F)F)C(=O)CCl | -1.4
CCO[C@@H]1OC(C(=O)N2CCCCCCC2)=C[C@H](c2csc3ccccc23)[C@H]1CCCO | -3.9
CCOc1cc(C(=O)N(C)Cc2cc3cc(OC)ccc3[nH]c2=O)cc(OCC)c1OCC | 8.4
O=C(CSc1nnc(CNC(=O)c2ccc(F)cc2)o1)NCCc1ccccc1 | -0.7
CC(/C=C/c1ccccc1)=N\NC(=S)NC(C)C | -1.5
Cc1ccc(C(C(=O)NC2CCCC2)N2CCCCC2)cc1 (stereo unspecified) | -0.6
COc1ccc(C(=O)Nc2ccc(Cl)c(S(=O)(=O)N3CCOCC3)c2)cc1 | -6.7
CCn1c(CCC(N)=O)nnc1SCC(=O)c1cc(C)n(C2CC2)c1C | -1.7
COC(=O)c1scc(C)c1NC(=O)C1CCCCC1 | -0.3

New compounds follow
compound | TTR transcr act
CCn1ncc([N+](=O)[O-])c1C(=O)N1CCCC1 | -1.8
CCc1c(C)nc(SCC(=O)Nc2ccc(Br)cc2)[nH]c1=O | 2.3
C/C(=C\C(=O)Nc1nccs1)c1ccccc1 | 2.8
S=C(Nc1ccc(Cl)cc1)Nc1cccc2cnccc12 | -1.3
Cc1cc(N2CCN(S(=O)(=O)c3ccc4ccccc4c3)CC2)n2ncnc2n1 | -1.5
CCOc1ccc(NC(=O)CCN2C(=O)CSc3ccccc32)cc1 | 0.8
COC(=O)c1cnc(NNC(=O)c2ccc([N+](=O)[O-])cc2)nc1C(F)(F)F | 4.1
CC(C)CC1C(=O)N(Cc2cn(Cc3ccco3)nn2)CCS(=O)(=O)N1Cc1ccc(-c2ccc(F)nc2)cc1 (stereo unspecified) | -1.6
COc1cc(C2CC(=O)N3CN(c4ccccc4C)CSC3=C2C#N)cc(OC)c1OC (stereo unspecified) | -0.3
COc1ccc(C(O)Cc2nc3ccccc3n2C)cc1OC (stereo unspecified) | 0.0
O=C(Nc1ccc(F)cc1)Nc1ccc(NC(=O)c2ccccc2O)cc1 | 3.5
CSCC[C@H](NC(=O)CCNC(C)=O)c1nc2ccccc2[nH]1 | -2.1

(listing goes on)
compound | TTR transcr act
COC(=O)[C@H](CC(C)C)NC(=O)NC1CCCCC1C (stereo partly specified) | 0.8
Cc1cccc(Cc2nnc(CCC(=O)N(C)CCc3ccccc3)o2)c1 | -0.8
CCc1nc2c(OCc3ccc(Cl)cc3)cccn2c1N(C)C(=O)c1ccc2c(c1)OCO2 | 0.1
N#Cc1ccc(Sc2ccccn2)c([N+](=O)[O-])c1 | 1.4
CC(=O)NC(Cc1ccccc1)C(=O)NC1CCN(C(=O)NC2CCCCC2)CC1 (stereo unspecified) | 7.0
Oc1ccccc1/C=N/n1cnn(Cc2ccccc2Cl)c1=S | -1.8
COc1ccc(CCNC(=O)COc2ccccc2[N+](=O)[O-])cc1OC | -0.5
CCN(CCn1cccn1)C(=O)CCc1nnc(Cc2c[nH]c3ccccc23)o1 | 5.4
CCc1cccc(OCC2Cn3c(nc4c3c(=O)[nH]c(=O)n4C)O2)c1 (stereo unspecified) | -0.9
CCOC(=O)/C(=N/Nc1ccccc1OC)N1CCCc2ccccc21 | -1.2
O=C(COC(=O)Cn1cnc2ccccc21)Nc1ccc2c(c1)C(=O)c1ccccc1C2=O | -1.6
N#C/C(=C\Nc1ccc(Cl)cn1)S(=O)(=O)c1ccccc1 | 6.1

Next part
compound | TTR transcr act
COc1ccc(OC)c(NC(=O)CSc2ccc(-c3ccco3)nn2)c1 | -0.1
CCOc1ccc(NC(=O)CNC(=O)c2nn(-c3ccc(OC)c(OC)c3)c(=O)c3ccccc23)cc1 | 1.9
Cc1c(Cl)c(=O)n2c(=O)c(Cl)c(C)n12 | -0.3
O=C(COc1ccccc1O)Nc1ccccc1Cl | 0.3
Cc1ccc(-c2cc(C(F)F)n3ncc(C(=O)Nc4cn(C)nc4C)c3n2)cc1 | 0.6
O=C(Cc1cccs1)N(c1ccc(F)cc1)C1(C(=O)NC2CCCCC2)CCCC1 | -1.2
O=C(Nc1c(O)c2ccccc2[nH]c1=O)c1ccco1 | -0.8
CCOc1ccccc1N(CC(=O)Nc1ccc2c(c1)OCO2)S(C)(=O)=O | 5.3
COc1ccc2c(C)cc(SCC(=O)c3ccc4c(c3)OCO4)nc2c1 | 1.0
CCCCc1nnc(NC(=O)CSCc2cc(=O)n3ccsc3n2)s1 | -1.2
CC1c2ccsc2CCN1S(=O)(=O)c1cccs1 (stereo unspecified) | -1.4
Cc1ccc(CN2CCN(/N=C/c3sccc3C)CC2)c(C)c1 | 4.4

Next records follow.
compound | TTR transcr act
Cn1c(SCC(=O)Nc2cccc(F)c2)nc2c([nH]c3ccccc32)c1=O | -1.1
Cc1ccc(NC2=C/C(=N/S(=O)(=O)c3cccs3)c3ccccc3C2=O)cc1 | -6.5
O=C(NCCc1nc2ccccc2[nH]1)/C(=C/c1ccco1)NC(=O)c1ccccc1Br | -1.5
COc1ccc(-c2oc(/N=C/N3CCOCC3)c(C#N)c2-c2ccc(OC)cc2)cc1 | -0.4
COc1ccc(C(=O)/C=C/Sc2nc3ccccc3o2)cc1 | -7.4
CCN(CC)c1ccc(NC(=O)c2cc3c(OC)cccc3[nH]2)cc1 | 0.6
O=C(c1cccc(N2C(=O)C3C4C=CC(C4)C3C2=O)c1)N1CCCCCC1 (stereo unspecified) | -3.1
COc1ccc(OCCNC(=S)Nc2cccc3ccccc23)cc1 | 2.2
COc1cccc(Nc2ncccc2C(=O)Nc2ccccc2)c1 | 2.4
Cc1ccccc1NC(=O)C1=CC=CN2CCS(=O)(=O)N=C12 | -0.1
Cc1cccc(OCC(=O)NCc2n[nH]c(=O)c3ccccc23)c1 | -1.5
O=C(CSc1ccc(-c2ccccc2)nn1)NC1CCCC1 | -0.1

More entries:
Compound	TTR transcr act
CS(=O)(=O)N(CC(O)Cn1c2ccccc2c2ccccc21)c1cccc2ccccc12 (stereo unspecified)	-5.6
COc1ccc(C)cc1NC(=O)CSc1nnc(-c2ccc(Br)cc2)o1	-1.9
COc1ccc(C(=O)Nc2cc(S(=O)(=O)N3CCCC3)ccc2Cl)cc1	-0.7
CC(=O)Nc1nc2ccc(C(=O)NCCOC(=O)C3CCCCC3)cc2s1	-0.7
CC(NC(=O)COc1ccccc1F)C1CC2CCC1C2 (stereo unspecified)	0.4
Cc1ccc(S(=O)(=O)N2CCOCC2)cc1NC(=O)CSc1ccccn1	0.2
Cc1ccc(Cn2cc(/C=N/Nc3ccc([N+](=O)[O-])cn3)c3ccccc32)cc1	0.4
Cc1cc(Cn2nc(-c3ccccc3)cc2C(=O)NCc2cccs2)on1	-2.2
O=C(Nc1ccccc1)c1nc[nH]c1C(=O)N1CCN(c2ccccc2)CC1	-4.0
Nc1nc(SCc2ccccc2Cl)[nH]c(=O)c1-c1ccccc1	-1.4
NC(=S)Nc1ccc(Cl)c(Cl)c1	0.6
OC(c1ccc(F)cc1)c1nc(-c2cccc(C(F)(F)F)c2)cs1 (stereo unspecified)	1.6
O=C(c1cnn2c(C(F)(F)F)cc(-c3ccccc3)nc12)N1CCCCC1c1cccnc1 (stereo unspecified)	2.0
CCc1cc(C(=O)c2ccc(C)cc2)c(NC(=O)CCl)s1	6.5
COC(=O)[C@H](CC(C)C)NC(=O)c1cc2c(cn1)[nH]c1ccccc12	-0.6
CCC(C)(C)C1CCC(NC(=O)c2ccc(S(=O)(=O)N3CCOCC3)cc2)CC1 (stereo unspecified)	1.1
CCC(CC)n1c(C)cc(=O)n1C(CC)CC	-0.3
O=C1/C(=C/c2cccs2)Sc2ccccc21	-0.4
O=C(CN1CCCCC1)Nc1ccc(S(=O)(=O)N2CCOCC2)cc1	0.6
CCOC(=O)N1CCC(=NNC(=O)Cn2ccc(C(F)(F)F)n2)CC1	3.0
CC1CC(C)CN(C(=O)C2CCN(S(=O)(=O)c3cccs3)CC2)C1 (stereo unspecified)	0.3
Cc1cccc(N2CC(C(=O)OCC(=O)Nc3sccc3C(N)=O)CC2=O)c1C (stereo unspecified)	0.4
CCc1ccc(NC(=O)CN(c2ccc(OC)cc2)S(=O)(=O)c2c(C)nn(C)c2C)cc1	-2.4
N/C(=N\OC(=O)CCCOc1ccc(Cl)cc1Cl)c1ccccn1	1.6
C[C@@H]1CN=C2N(CCNC(=O)CCC3CCCCC3)[C@H](Cc3ccc(O)cc3)CN21	1.5

Part of the list above in order of count of non-hydrogen atoms, lowest first.
Compound	TTR transcr act
NC(=S)Nc1ccc(Cl)c(Cl)c1	0.6
O=C1/C(=C/c2cccs2)Sc2ccccc21	-0.4
CCC(CC)n1c(C)cc(=O)n1C(CC)CC	-0.3
CC(NC(=O)COc1ccccc1F)C1CC2CCC1C2 (stereo unspecified)	0.4
Nc1nc(SCc2ccccc2Cl)[nH]c(=O)c1-c1ccccc1	-1.4
CC1CC(C)CN(C(=O)C2CCN(S(=O)(=O)c3cccs3)CC2)C1 (stereo unspecified)	0.3
O=C(CN1CCCCC1)Nc1ccc(S(=O)(=O)N2CCOCC2)cc1	0.6
COc1ccc(C)cc1NC(=O)CSc1nnc(-c2ccc(Br)cc2)o1	-1.9
Cc1ccc(S(=O)(=O)N2CCOCC2)cc1NC(=O)CSc1ccccn1	0.2
O=C(Nc1ccccc1)c1nc[nH]c1C(=O)N1CCN(c2ccccc2)CC1	-4.0
CCC(C)(C)C1CCC(NC(=O)c2ccc(S(=O)(=O)N3CCOCC3)cc2)CC1 (stereo unspecified)	1.1
C[C@@H]1CN=C2N(CCNC(=O)CCC3CCCCC3)[C@H](Cc3ccc(O)cc3)CN21	1.5
CCc1ccc(NC(=O)CN(c2ccc(OC)cc2)S(=O)(=O)c2c(C)nn(C)c2C)cc1	-2.4
O=C(c1cnn2c(C(F)(F)F)cc(-c3ccccc3)nc12)N1CCCCC1c1cccnc1 (stereo unspecified)	2.0

(continued)
Compound	TTR transcr act
Oc1c(Br)cc(/C=N/Nc2ccc(Cl)nn2)cc1Br	-0.9
CCOc1ccc(NC(=O)CN(C)C(=O)CCNC(=O)c2ccco2)cc1OCC	1.9
O=C(NCc1cccnc1)C(=O)Nc1ccc([N+](=O)[O-])cc1	5.7
COc1ccc(/C=N\NC(=O)c2ccc(F)cc2)cc1COc1cc(F)ccc1[N+](=O)[O-]	-0.8
O=C(NCCc1ccccc1)c1cc(-c2ccccc2)c(N2CCOCC2)s1	0.0
COc1cc(-c2[nH]nc3c2C(c2ccco2)C(C#N)=C(N)O3)cc(OC)c1OC (stereo unspecified)	-0.8
CC(=O)c1ccc(NC(=O)Nc2cccnc2)cc1	-0.6
CC1(C(=O)O)CCCN1C(=O)c1cccc(F)c1 (stereo unspecified)	0.4
N#Cc1cccnc1N1CCN(C(=O)c2cccc3c2C(=O)c2ccc(-c4ccc(F)cc4OCc4ccccc4)cc2S3(=O)=O)CC1	-3.8
CC(C)(O)C#Cc1ccc(C(=O)N2CCCC2C(=O)O)s1 (stereo unspecified)	-2.9
Cc1cc(NC(=NC2CC2)c2ccccc2F)n(-c2ccccc2)n1	0.6
Cc1ccc(C(=O)NNS(=O)(=O)c2ccccc2[N+](=O)[O-])cc1	2.7
COc1cc(/C=C/C(=O)O)ccc1OS(=O)(=O)c1cc(Br)ccc1C	0.9
